Screens (PubChem)
Gli-Sufu block: antagonists of Gli-Sufu signaling; Sufu-KO-LIGHT fibroblasts, Gli luciferase reporter luminescence; inhibition, % at 5 µM; 340,000 tested, 0.74% active;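 active = inhibition above about 55%, limit read from the data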;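 also: 0% = DMSO-treated cells and 100% = wells with medium but no cells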
EBI2 block: blocks human EBI2 receptor beta-arrestin signaling; P32249; EBI2 beta-arrestin recruitment, luminescence, 7a,25-OHC stimulated; inhibition, % at 5 µM; 360,000 tested, 0.81% active; in the data active = inhibition above about 38%;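 also: enzyme fragment complementation signal reports receptor beta-arrestin coupling in cells; 0% = agonist plus DMSO wells and 100% = wells without agonist; some results beyond the cut were filed as inactive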
Target sequence (P32249 whole entry, looked up, the tested form may be a part): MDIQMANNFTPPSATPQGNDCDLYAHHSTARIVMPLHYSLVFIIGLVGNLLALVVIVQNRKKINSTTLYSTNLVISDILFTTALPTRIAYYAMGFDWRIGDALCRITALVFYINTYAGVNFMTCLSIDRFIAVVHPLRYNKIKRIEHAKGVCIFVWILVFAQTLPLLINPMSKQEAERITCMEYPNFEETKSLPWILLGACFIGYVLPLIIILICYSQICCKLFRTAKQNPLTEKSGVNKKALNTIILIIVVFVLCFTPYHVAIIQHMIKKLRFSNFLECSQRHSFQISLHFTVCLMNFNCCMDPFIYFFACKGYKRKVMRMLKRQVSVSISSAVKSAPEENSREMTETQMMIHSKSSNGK
697 NFkB inh: lowers PMA/ionomycin-induced NF-kB signal in 697 B cells. inhibition, % at 4 µM. 697 B-cell NF-kB luciferase reporter, 16 h. 330,000 tested, 0.33% active; in the data active = inhibition above about 35%
CHOP UPR activ: apoptotic UPR (CHOP) activation | CHO-CHOP luciferase reporter, luminescence; percent of tunicamycin response over DMSO baseline | activation, % at 10 µM | 330,000 tested, 0.34% active;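 active = at 10 µM dose, activation of 40% or more, normalized to positive control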;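 also: 100% = tunicamycin at 10 µg/mL and 0% = DMSO alone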
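Test system: CHO CHOP reporter cells. Input: 500 CHO-CHOP cells per well. Medium: F12 with 10% FBS. Technique: luciferase luminescence. Measure: percent activation relative to tunicamycin control. Dosing: 10 µM compound, 0.5% DMSO. Timing: 16-18 h cell attachment, then 6 h compound exposure, 37 °C.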
Mdm2-MdmX inh: inhibitors of human Mdm2/MdmX interaction. O15151+Q00987. SaOS-2 split-luciferase Mdm2/MdmX complementation, luminescence. inhibition, % at 8 µM. 330,000 tested, 3% active;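 active = inhibition of at least 50% at 8 µM in the primary screen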
CCR6 antag: blocks CCL20-driven beta-arrestin recruitment at human CCR6. P51684. CHO-K1 CCR6 PathHunter beta-arrestin, luminescence, CCL20-stimulated. inhibition, % at 20 µM. 340,000 tested, 0.49% active. AID 493098;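 active = compounds whose inhibition of the agonist-driven luminescence signal at 20 µM reaches about 50%, limit read from the data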;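 also: cells stimulated with CCL20 at 14 nM final; plate controls were DMSO with CCL20 for no effect and DMSO without agonist for full effect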
Target sequence (P51684 whole entry, looked up): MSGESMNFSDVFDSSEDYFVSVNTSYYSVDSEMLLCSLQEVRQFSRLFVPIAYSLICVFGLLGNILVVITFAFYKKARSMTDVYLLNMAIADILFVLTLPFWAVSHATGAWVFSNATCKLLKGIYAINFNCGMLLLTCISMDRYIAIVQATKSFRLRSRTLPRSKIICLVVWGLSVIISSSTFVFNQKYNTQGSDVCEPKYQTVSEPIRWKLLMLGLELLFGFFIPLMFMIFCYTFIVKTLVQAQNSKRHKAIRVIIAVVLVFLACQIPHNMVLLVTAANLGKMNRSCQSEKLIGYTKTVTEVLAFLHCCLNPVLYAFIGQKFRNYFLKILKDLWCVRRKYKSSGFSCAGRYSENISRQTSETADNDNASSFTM
XBP1 UPR activ: activators of adaptive arm of unfolded protein response (XBP1). CHO-XBP1 luciferase reporter, IRE1-XBP1 UPR activation, luminescence; percent of tunicamycin response, DMSO as zero. activation, % at 20 µM. 330,000 tested, 0.33% active;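 active = versus positive control, 20 µM dose yields 30% or more activation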;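 also: 100% = tunicamycin at 10 µg/mL and 0% = DMSO only wells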
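Test system: CHO-XBP1 luciferase reporter cells | Buffer or medium: Serum-containing F12 medium, 10% FBS | Schedule: 6 h compound exposure at 37 °C, 5% CO2 | Detection: Steady-Glo luciferase glow luminescence, 10 min after reagent addition | Read-out basis: Activation, % of tunicamycin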
CXCR6 inh: blocks human CXCR6 beta-arrestin recruitment. CHO-K1 PathHunter CXCR6 beta-arrestin, luminescence. AID 602244. inhibition, % at 20 µM. O00574. 360,000 tested, 0.36% active; in the data active = inhibition above about 34%, passing the limit was not always enough;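 also: antagonist mode with CXCL16 agonist at 10 nM final; 0% = 10 nM CXCL16 with DMSO and 100% = unstimulated wells without agonist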
Target sequence (O00574 whole entry, looked up): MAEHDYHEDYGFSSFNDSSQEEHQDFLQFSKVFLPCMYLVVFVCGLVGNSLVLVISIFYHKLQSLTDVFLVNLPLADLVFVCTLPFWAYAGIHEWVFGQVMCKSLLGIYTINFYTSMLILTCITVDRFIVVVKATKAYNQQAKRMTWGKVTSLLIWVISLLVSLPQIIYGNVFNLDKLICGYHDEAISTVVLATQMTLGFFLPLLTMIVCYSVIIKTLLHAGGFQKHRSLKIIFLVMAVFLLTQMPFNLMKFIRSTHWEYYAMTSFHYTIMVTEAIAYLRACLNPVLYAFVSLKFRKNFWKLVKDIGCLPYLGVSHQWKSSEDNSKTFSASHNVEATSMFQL
Jurkat NFkB inh: inhibitors of the PMA/ionomycin-induced NF-kB reporter in Jurkat cells; inhibition, % at 4 µM; AID 435003; 330,000 tested, 0.53% active; PMA/ionomycin-induced NF-kB luciferase reporter, luminescence; in the data active = inhibition above about 50%
Active calls of the source: *; / = not tested or not shown.

no. | SMILES | Gli-Sufu block | EBI2 block | 697 NFkB inh | CHOP UPR activ | Mdm2-MdmX inh
1 | Cc1cc(S(=O)(=O)N2CCCCC2)ccc1OCC(=O)Nc1ccccc1 | -9 | 7 | -13 | -1.4 | 2
2 | CC(C)[C@H](NC(=O)N1CC(=O)Nc2ccccc21)C(=O)N[C@H](C(=O)O)c1ccccc1 | -19 | -8 | -9 | -2.2 | 22
3 | Cc1ccc(NS(=O)(=O)c2cccc(C(=O)NCC3CCCO3)c2)cc1 (stereo unspecified) | -6 | -3 | 8 | 1.2 | 2
4 | Cc1onc(NC(=O)CSCC(=O)O)c1Br | 6 | 4 | 18 | 0.3 | 14
5 | COc1ccc(NC(=O)N(Cc2ccc(C)cc2)Cc2cccnc2)c(OC)c1 | 15 | 0 | 5 | -1.3 | 11
6 | O=C(CCl)Nc1ccccc1C(=O)NCc1ccccc1 | 4 | 4 | 18 | 1.4 | 46
7 | O=C(OCC(=O)N1CCCCCC1)c1cnc(Cl)c(Cl)c1 | -16 | 6 | 27 | -1.3 | 21
8 | COc1ccc(CNC(=S)Nc2ccc3nc(N4CCN(C)CC4)cc(C)c3c2)cc1 | -3 | 12 | -12 | 0.1 | 40
9 | COc1ccc(C(=O)NCC(=O)NCC(=O)OCC(=O)c2ccc(C)cc2)cc1 | 0 | -6 | 20 | 1.4 | 21
10 | COC(=O)C(C)n1cnc2c(cnn2-c2ccc(Cl)cc2)c1=O (stereo unspecified) | 8 | 0 | -32 | 2.6 | 6
11 | CCCCN([C@H](CO)C(C)C)S(=O)(=O)c1ccccc1Br | -6 | -1 | 9 | 2.0 | 37
12 | Cc1cc(C(=O)CN2C(=O)C(=O)N(Cc3ccco3)C2=O)c(C)n1CCc1ccc(F)cc1 | -5 | 4 | 5 | 0.5 | 38
13 | Cc1cc(C)c2cc(C=O)c(Cl)nc2c1 | -6 | -32 | 13 | -2.2 | 50
14 | O=C1C(Cc2ccccc2)C(c2ccccc2)N1c1ccccc1 (stereo unspecified) | 6 | 19 | 4 | 0.2 | -1
15 | COc1ccc(OCCOCC(O)CN2CCOCC2)cc1 (stereo unspecified) | 1 | -7 | 24 | -0.6 | 3

no. | CCR6 antag | XBP1 UPR activ | CXCR6 inh | Jurkat NFkB inh
1 | -3 | -2 | 2 | 6
2 | -15 | -1 | -2 | 1
3 | 14 | -3 | -1 | 14
4 | 4 | -1 | -3 | -4
5 | 0 | -1 | 0 | -3
6 | 6 | 0 | -4 | 13
7 | -7 | -3 | 8 | 5
8 | 16 | -2 | 10 | -9
9 | -15 | -1 | -2 | 2
10 | -17 | 3 | 4 | 7
11 | 21 | -2 | 8 | /
12 | 5 | -2 | 3 | 38
13 | 2 | 11 | -9 | 2
14 | 28 | 0 | 4 | -30
15 | -10 | -2 | -6 | 17

New compounds follow:
no. | SMILES | Gli-Sufu block | EBI2 block | 697 NFkB inh | CHOP UPR activ | Mdm2-MdmX inh
16 | COc1ccc(CCNC(=O)C2CCN(c3nccc(C)n3)CC2)cc1 | -1 | 11 | -7 | -2.4 | 4
17 | CCc1ccccc1NC(=O)C1C(c2ccccc2)C1(Cl)Cl (stereo unspecified) | 5 | 8 | -8 | 0.4 | 25
18 | C/C(=N\Nc1ccc(S(=O)(=O)Nc2ccc(Cl)cc2)cc1[N+](=O)[O-])c1ccc(N2CCOCC2)cc1 | 6 | -4 | -8 | 2.5 | 20
19 | O=C(CNC(=O)c1ccccc1Br)N/N=C/c1ccccc1O | 0 | -3 | 9 | 0.0 | 14
20 | COc1ccccc1C1=NOC(Cn2c(NCCOCCO)nc3c2c(=O)n(C)c(=O)n3C)C1 (stereo unspecified) | -2 | -14 | -9 | 1.2 | 14
21 | CCOC(=O)c1c(C)[nH]c(C(=O)COC(=O)COc2ccccc2C=O)c1C | -1 | -5 | 12 | 0.8 | -24
22 | CC(C)C(O)(C#CCN1CCCCC1)c1ccccc1 (stereo unspecified) | -1 | 4 | 6 | -0.6 | 6
23 | CC(C)Cc1nc(SCC(=O)Nc2ccc(S(N)(=O)=O)cc2)n[nH]1 | 0 | -11 | 8 | 0.0 | 4
24 | COc1nc2ccccc2c(=O)n1OCC(C)C | -6 | -15 | -1 | 0.1 | 19
25 | CCO[C@H]1OC(C(=O)NCc2nc3ccccc3[nH]2)=C[C@@H](c2csc3ccccc23)[C@@H]1CCCO | 24 | 8 | 23 | -0.3 | 27
26 | CC(C)N(C(=S)NCc1ccccc1)c1ccccc1 | 0 | -5 | -15 | 0.7 | 6
27 | Oc1[nH]c2ccccc2c1N=Nc1ccccc1F | -22 | 7 | -141 | 9.4 | -93
28 | O=C(CCCc1c[nH]c2ccccc12)N[C@@H](Cc1c[nH]c2ccccc12)C(=O)O | 47 | -4 | 18 | -0.1 | -10
29 | Cc1cccc(NC(=O)c2ccc(NS(=O)(=O)c3c(C)noc3C)cc2)c1 | -4 | 33 | -5 | -1.6 | -19
30 | CON(C)C(=O)CC1(CN(Cc2ccccc2)C(=O)OC(C)(C)C)CCCCC1 | -10 | 13 | 11 | 0.6 | -19

no. | CCR6 antag | XBP1 UPR activ | CXCR6 inh | Jurkat NFkB inh
16 | 0 | -2 | -10 | 6
17 | 10 | -3 | 0 | -3
18 | 33 | 0 | 20 | 9
19 | -8 | 0 | -10 | 17
20 | -9 | -2 | -3 | -20
21 | 0 | 1 | 4 | 4
22 | -5 | 0 | -5 | -7
23 | 1 | -1 | -10 | 3
24 | 3 | 1 | -1 | 0
25 | 13 | -5 | 5 | 19
26 | 18 | -1 | 0 | -4
27 | 11 | 6 | 3 | -96
28 | 7 | 0 | 6 | -1
29 | 14 | -1 | 0 | 5
30 | 19 | -1 | -5 | 2

For convenience, eight of the compounds above:
no. | SMILES | Gli-Sufu block | EBI2 block | 697 NFkB inh | CHOP UPR activ | Mdm2-MdmX inh
16 | COc1ccc(CCNC(=O)C2CCN(c3nccc(C)n3)CC2)cc1 | -1 | 11 | -7 | -2.4 | 4
17 | CCc1ccccc1NC(=O)C1C(c2ccccc2)C1(Cl)Cl (stereo unspecified) | 5 | 8 | -8 | 0.4 | 25
18 | C/C(=N\Nc1ccc(S(=O)(=O)Nc2ccc(Cl)cc2)cc1[N+](=O)[O-])c1ccc(N2CCOCC2)cc1 | 6 | -4 | -8 | 2.5 | 20
19 | O=C(CNC(=O)c1ccccc1Br)N/N=C/c1ccccc1O | 0 | -3 | 9 | 0.0 | 14
20 | COc1ccccc1C1=NOC(Cn2c(NCCOCCO)nc3c2c(=O)n(C)c(=O)n3C)C1 (stereo unspecified) | -2 | -14 | -9 | 1.2 | 14
21 | CCOC(=O)c1c(C)[nH]c(C(=O)COC(=O)COc2ccccc2C=O)c1C | -1 | -5 | 12 | 0.8 | -24
22 | CC(C)C(O)(C#CCN1CCCCC1)c1ccccc1 (stereo unspecified) | -1 | 4 | 6 | -0.6 | 6
23 | CC(C)Cc1nc(SCC(=O)Nc2ccc(S(N)(=O)=O)cc2)n[nH]1 | 0 | -11 | 8 | 0.0 | 4

no. | CCR6 antag | XBP1 UPR activ | CXCR6 inh | Jurkat NFkB inh
16 | 0 | -2 | -10 | 6
17 | 10 | -3 | 0 | -3
18 | 33 | 0 | 20 | 9
19 | -8 | 0 | -10 | 17
20 | -9 | -2 | -3 | -20
21 | 0 | 1 | 4 | 4
22 | -5 | 0 | -5 | -7
23 | 1 | -1 | -10 | 3

(next part)
no. | SMILES | Gli-Sufu block | EBI2 block | 697 NFkB inh | CHOP UPR activ | Mdm2-MdmX inh
31 | CN(C)S(=O)(=O)c1cccc(C(=O)NCC2(N3CCOCC3)CCCCC2)c1 | 2 | -12 | -1 | 1.9 | 25
32 | CCOC(=O)c1cc(NC(=O)CCC(=O)O)ccc1N1CCCCC1 | -2 | -1 | -20 | -0.6 | -4
33 | CCc1ccc(OCCNC(=O)c2ccccc2SCc2ccc(F)cc2)cc1 | -5 | 10 | 6 | -0.9 | 17
34 | Cc1cc(N2CCN(c3nnnn3-c3ccccc3)CC2)n2ncnc2n1 | 3 | 0 | 27 | 2.8 | -17
35 | COCCCNc1ncnc2ccc(C)cc12 | 24 | -1 | -61 | 4.0 | 14
36 | COCCCn1c(=O)/c(=C\c2cccc(OC)c2OC)s/c1=C(/C#N)C(=O)Nc1ccc(C(=O)O)cc1 | -1 | 0 | 43* | 1.2 | -5
37 | O=C(N/N=C/c1ccccn1)c1[nH]c2ccc([N+](=O)[O-])cc2c1-c1ccccc1 | 56* | 25 | 7 | 7.0 | 21
38 | COc1ccccc1Nc1nc(C)nc2c1oc1ccccc12 | 34 | 26 | 0 | -0.4 | -1
39 | COCc1c(C#N)c(NCCc2ccc(F)cc2)nc(C)c1[N+](=O)[O-] | -14 | 11 | -23 | -1.6 | -5
40 | CN1CCN(C(=O)C(N)Cc2ccccc2)CC1 (stereo unspecified) | 2 | -18 | 4 | -1.4 | -13
41 | Cc1noc(C)c1CS(=O)(=O)c1ccc(Br)cc1 | -18 | -1 | 7 | -1.6 | 1
42 | O=C(CN1C(=O)NC2(CCc3ccccc3C2)C1=O)NCc1ccco1 (stereo unspecified) | -4 | -8 | 11 | 1.7 | 3
43 | COc1cc(/C=C/C(=O)OCC(=O)Nc2ccccc2Sc2ccc(Cl)cc2)ccc1O | 11 | 28 | -10 | 0.5 | 34
44 | C[C@]12c3[nH]c4cc(-c5ccco5)ccc4c3CCN1C(=O)[C@@H](CC(=O)NCCN1CCOCC1)C[C@@H]2C(=O)N1CCOCC1 | 3 | -13 | 18 | 1.8 | 11
45 | O=C(NCC(c1cccs1)N1CCOCC1)c1ccco1 (stereo unspecified) | 1 | 4 | 10 | -3.9 | 29

no. | CCR6 antag | XBP1 UPR activ | CXCR6 inh | Jurkat NFkB inh
31 | 6 | 0 | 14 | -17
32 | -6 | 0 | -10 | -8
33 | 2 | -1 | -4 | 2
34 | -5 | -2 | -6 | -7
35 | -6 | -1 | 3 | -7
36 | 23 | 0 | 21 | -3
37 | 37 | 7 | 28 | 17
38 | 11 | 0 | 7 | 1
39 | 12 | -2 | -9 | -10
40 | -2 | -4 | 0 | -6
41 | -7 | 0 | -5 | -3
42 | 13 | 1 | -1 | 2
43 | 17 | 4 | 4 | 1
44 | 8 | 1 | -3 | /
45 | 7 | 0 | -4 | -1

Remaining list, next part
no. | SMILES | Gli-Sufu block | EBI2 block | 697 NFkB inh | CHOP UPR activ | Mdm2-MdmX inh
46 | COc1ccc(NC(=O)Cn2nnc(C(N)=O)c2N)c(OC)c1 | -2 | 7 | 4 | -1.0 | 14
47 | C=CCn1c(C)cc(C(=O)CSc2n[nH]c(N)n2)c1C | -34 | -8 | -46 | 4.5 | -2
48 | COc1ccc(F)cc1C1=CC(=O)C[C@H](c2ccc3c(c2)OCO3)C1 | 13 | 9 | -37 | 0.9 | 39
49 | CCOC(=O)c1cc(-c2ccc(F)cc2)n(CCC(=O)NC2CCN(Cc3ccccc3)CC2)c1C | 24 | -6 | -5 | -1.4 | 44
50 | CN(CC(=O)Nc1ccccc1Cl)C(=O)c1cc2c(s1)CCCCC2 | 8 | -1 | / | / | /
51 | Cc1ccc(C(NC(=O)N2CCOCC2)C(Cl)(Cl)Cl)cc1F (stereo unspecified) | 10 | 4 | -6 | -1.8 | -37

no. | CCR6 antag | XBP1 UPR activ | CXCR6 inh | Jurkat NFkB inh
46 | -12 | -2 | 0 | -6
47 | -2 | 1 | -2 | -11
48 | 10 | 2 | 0 | 47
49 | 26 | -1 | -4 | -8
50 | 15 | / | 0 | /
51 | 20 | 1 | 1 | 15
